Screening data from PubChem BioAssay.
Tat export inh – blocks Tat-dependent protein export in E. coli; inhibition, % at 10 µM; actives 0.036% (n = 340,000); E. coli MC4100 TorA-mCherry Tat export, fluorescence;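 active means mean replicate inhibition at least 50% and at least half of replicates individually reaching 50%; inconclusive means only one of the two criteria met; inactive means neither criterion met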;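 further: exported cargo escapes ClpAP degradation while cytoplasmic cargo is degraded and loses fluorescence; 0% = median of neutral control wells and 100% = median of NaSCN control wells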
dFosB activator – activators of mouse delta FosB homodimer; P13346; purified delta FosB, TAMRA-CDK5 oligo fluorescence polarization; percent of positive-control signal above neutral wells; activation, % at 25 µM; actives 0.99% (n = 340,000); AID 493131;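 active means mean activation above about 17%, with every replicate also reaching it, limit read from the data, passing the limit was not always enough; inconclusive means only one of the two conditions met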;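 further: fluorescence polarization rise as delta FosB binds a TAMRA Cdk5 AP-1 oligo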
Target sequence (P13346 whole entry, looked up): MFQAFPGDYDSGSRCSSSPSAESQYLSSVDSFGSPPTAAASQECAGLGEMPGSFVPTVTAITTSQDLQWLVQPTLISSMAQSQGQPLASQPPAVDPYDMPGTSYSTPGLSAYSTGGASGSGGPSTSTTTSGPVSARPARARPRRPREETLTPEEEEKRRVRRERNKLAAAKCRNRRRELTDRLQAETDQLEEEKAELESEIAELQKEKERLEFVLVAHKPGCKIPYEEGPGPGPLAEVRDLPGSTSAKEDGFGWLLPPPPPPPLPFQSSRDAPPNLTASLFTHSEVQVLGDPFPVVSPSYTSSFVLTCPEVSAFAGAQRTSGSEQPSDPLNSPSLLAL
Rtt109 HAT inh – blocks Candida albicans Rtt109/Vps75 acetyltransferase activity | Q5AAJ8 | purified Rtt109/Vps75, ThioGlo CoA-SH fluorescence, 4 h | inhibition, % at 34.9 µM | actives 0.16% (n = 330,000);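 active means inhibition of at least 50% in every replicate; inconclusive means best replicate reaches 50% inhibition but some replicates fall short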
Target sequence (Q5AAJ8 whole entry, looked up): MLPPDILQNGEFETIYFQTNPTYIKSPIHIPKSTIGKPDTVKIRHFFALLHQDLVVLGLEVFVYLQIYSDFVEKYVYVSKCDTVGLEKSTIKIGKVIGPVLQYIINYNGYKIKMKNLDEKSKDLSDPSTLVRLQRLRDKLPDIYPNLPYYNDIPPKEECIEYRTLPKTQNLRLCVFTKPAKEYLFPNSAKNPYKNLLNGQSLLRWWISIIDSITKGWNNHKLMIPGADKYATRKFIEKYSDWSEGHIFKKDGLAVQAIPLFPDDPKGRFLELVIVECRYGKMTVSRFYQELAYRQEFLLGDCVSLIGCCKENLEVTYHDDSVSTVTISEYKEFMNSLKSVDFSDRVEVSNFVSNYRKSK
CDK5 inh – inhibitors of human CDK5/p35 kinase | Q00535+Q15078 | Recombinant CDK5/p35, ADP-Glo luminescence, 60 min | inhibition, % at 10 µM | actives 0.01% (n = 330,000) | AID 488839;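 active means highest replicate inhibition of at least 50% and at least 75% of replicates reaching 50%; inconclusive means only one of the two criteria met; inactive means both criteria failed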;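 further: plate controls were DMSO neutral control for no effect and GW8510 at 10 µM for full effect; many of its hits are not listed in these tables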
CAL PDZ FP-1 – human CAL PDZ-peptide interaction inhibition; AID 504414; inhibition, % at 20 µM; actives 0.02% (n = 330,000); purified CAL PDZ, TMR-peptide fluorescence polarization, 1 h;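 active means highest replicate inhibition of at least 40%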;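 further: plate controls were DMSO neutral control wells for no effect and unlabeled competitor peptide control wells for full effect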
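Test system: purified CerCALP PDZ construct; Compound dosing: one concentration, 20 µM compound; Also added: TMR-labelled reporter peptide T*-PRC34 bound in PDZ groove; Read-out: inhibition from polarization loss; Controls: unlabelled peptide and DMSO controls; Signal: FP readout, S and P plane fluorescence; Incubation: 1 h at RT.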
RTF Ca sens act – increases calcium sensitivity of human cardiac regulated thin filaments; P19429+P45379; IANBD-labeled TnC RTF fluorescence at EC20 calcium; 0% EC20 calcium, 100% full calcium; activation, % at 7.2 µM; actives 0.24% (n = 340,000);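 active means activation above the mean over all tested compounds plus 3 SD, cut at about 30% in these data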;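 further: rise in fluorescence read as greater calcium sensitivity of cardiac thin filaments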
MITF act – activators of MITF-driven TRPM1 promoter activity in SK-MEL-5 cells; AID 588334; SK-MEL-5 TRPM1-promoter luciferase, 24 h; % of positive control, neutral wells = 0; activation, % at 12.5 µM; actives 0.75% (n = 300,000);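 active means mean activation of at least 80% with every replicate also reaching 80%; inconclusive means mean reaches 80% but some replicate falls short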;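 further: 0% = neutral control wells and 100% = parthenolide positive control wells; values of inactives mirror those of a sister screen read the other way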
V-ATPase pHluor – alters yeast V-ATPase proton transport | S. cerevisiae, pHLuorin cytosolic pH fluorescence | response, % at 10 µM | actives 0.37% (n = 350,000) | AID 504577; in the data active means response mostly above about 7.3%, no sharp cut-off; inactive means mostly below about 5.4%; further: actives read high; inactives centre near 0; some compounds called inactive have numbers as strong as hits
Wnt act – Wnt/beta-catenin pathway activation | Wnt/beta-catenin reporter cell assay, activator, plate reader | activation, % at 9.35 µM | actives 1.2% (n = 300,000) | AID 743398; in the data active means activation above about 30%, passing the limit was not always enough; inconclusive means no clear call, values can overlap the other calls;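 further: 0% = neutral control wells and 100% = positive control wells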
CAL PDZ FP-2 – CAL PDZ (human) peptide binding inhibition; AID 602252; purified CAL PDZ, TMR-peptide fluorescence polarization, 1 h; actives 0.92% (n = 300,000); Q9HD26; inhibition, % at 24.9 µM;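 active means mean inhibition of at least 30% with at least half of replicates also reaching 30%; inconclusive means no clear call, values can overlap the other calls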;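 further: 0% = DMSO neutral control and 100% = excess unlabeled competitor peptide PRC23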
The depositor's hits bear a star; ? = inconclusive; . = no result given.

CDK5 inh	Tat export inh	SMILES	CAL PDZ FP-1	dFosB activator	Rtt109 HAT inh	V-ATPase pHluor	MITF act	CAL PDZ FP-2	Wnt act	RTF Ca sens act
1.2	-3	O=C(COC(=O)/C=C/c1ccco1)NCc1ccc2c(c1)OCO2	-0.7	-3	-5	-1	-8	-4	0	0
-0.6	2	CCCCc1cc(=O)oc2cc(C)cc(OCC(=O)NCc3cccnc3)c12	-3.1	-16	1	3	-10	-6	0	4
1.2	-4	CCN(CC)C(=O)COc1c(-c2ccco2)oc2ccccc2c1=O	-0.3	-5	-3	0	.	1	-2	-5
-1.4	-8	Cc1ccc(S(=O)(=O)NC(CC(C)C)C(=O)NCc2ccco2)cc1 (stereo unspecified)	-0.7	-4	2	-1	5	-6	.	1
-0.6	-6	CCn1nnnc1SCC(=O)N1c2ccccc2CCc2ccccc21	-1.5	-2	3	1	-14	0	.	5
-0.7	2	O=C(N/N=C/c1cn(-c2ccccc2)nc1-c1ccc2c(c1)OCCO2)c1ccncc1	-3.8	?	0	0	9	1	15	1
0.8	-8	CCc1c(C)c(C#N)c2nc3ccccc3n2c1NCc1ccco1	-1.8	1	-5	-2	-4	-4	-5	-2
-0.9	-3	O=C(c1cccc(S(=O)(=O)N2CCCC2)c1)N1CCN(c2ccccc2)CC1	-0.1	-9	6	1	-7	-3	-8	0
-0.5	-6	Cc1ccc(C(=O)Nc2ccc(S(=O)(=O)Nc3cnc4ccccc4n3)cc2)cc1	-2.3	-10	-14	-3	10	-6	9	-4
1.4	-1	CN(C)CCCN=Cc1c(-c2ccccc2)[nH]n(-c2nc3ccccc3s2)c1=O	-2.8	-11	-4	0	-59	3	-1	-1

More entries follow.
CDK5 inh	Tat export inh	SMILES	CAL PDZ FP-1	dFosB activator	Rtt109 HAT inh	V-ATPase pHluor	MITF act	CAL PDZ FP-2	Wnt act	RTF Ca sens act
-3.8	1	Cc1ccc(C(=O)Nc2nnc(C)s2)o1	-2.0	-7	.	2	9	-3	.	7
-0.6	-5	COc1ccc(-c2cn(-c3ccc(C)cc3)c(=O)n2CC(=O)Nc2cccc(F)c2)cc1	-0.4	1	2	-2	0	-4	4	4
0.6	0	CCOc1ccccc1C1C(C#N)=C(N)SC(N)=C1C#N	-1.5	7	10	1	-2	.	.	30*
0.3	-7	CCOCC(=O)N1CCN(c2ccc(F)cc2)CC1	0.7	1	10	-3	9	-1	.	-1
-0.9	3	CCCc1nc(N)nc2c1C(=O)CC(C)(C)C2	-1.1	3	-8	-1	2	4	-6	2
1.4	0	CC(=O)c1c(C)[nH]c(C(=O)OCc2c(F)cccc2Cl)c1C	-0.7	21*	-1	0	4	-4	-3	-5
0.5	-2	O=C(CN(Cc1ccc(Cl)cc1)C(=O)CN1C(=O)COc2ccccc21)NC1CCCC1	-2.6	29*	-1	-1	20	.	-3	-5
-0.2	-10	Cc1ccc(NC(=S)N2CCC(C(=O)c3ccc(F)cc3)CC2)cc1C	-0.4	-4	5	-3	8	9	-1	-4
1.1	-3	Cc1c(NS(=O)(=O)c2cccc(C(=O)Nc3cccc(F)c3)c2)c(=O)n(-c2ccccc2)n1C	-1.1	-13	-1	-7	4	-6	-2	-4
-3.9	-3	O=C(COc1cccc2ccccc12)Nc1cc(Cl)ccc1C(=O)O	-7.4	-6	7	2	-17	-15	2	-1

The list continues.
CDK5 inh	Tat export inh	SMILES	CAL PDZ FP-1	dFosB activator	Rtt109 HAT inh	V-ATPase pHluor	MITF act	CAL PDZ FP-2	Wnt act	RTF Ca sens act
0.3	2	Cn1c(SCC(=O)c2ccc(-c3ccccc3)cc2)nnc1-c1ccco1	-4.6	-12	.	3	.	-1	.	1
-0.8	3	CC(=O)N1N=C(c2ccc(C)cc2)CC1c1ccc2c(c1)OCO2 (stereo unspecified)	-1.5	-7	16	-4	.	-18	?	7
-1.1	1	Cn1nnnc1SCC(=O)Nc1ccccn1	-2.0	-2	1	1	11	.	.	6
-0.5	10	Cc1[nH]c2ccccc2c1/C=C(\C#N)C(=O)NC(C)c1ccccc1 (stereo unspecified)	0.2	-4	-7	4	-9	-4	-8	-4
-2.0	-2	O=C(CCCCCn1c(=O)[nH]c2ccsc2c1=O)NCc1cccs1	0.1	2	1	2	.	-6	-3	1
0.4	-13	O=C(NN=C1CCCC1)c1cccc(Br)c1	-0.1	4	1	-1	7	1	-1	-4
1.9	2	COc1ccc(C2NC(=S)NC3=C2CCc2cc(OC)ccc23)cc1 (stereo unspecified)	-0.6	-2	-1	0	1	-10	.	1
-0.3	-6	CCOc1cccc(C(=O)NC2=NCCS2)c1	-1.0	1	-3	3	.	-8	?	-1
0.9	-2	CCN(C(=O)CSc1nc2nc(C)cc(C)n2n1)c1cccc(C)c1	0.4	1	-8	6	3	-2	.	-9
2.1	1	c1ccc2nc3c(nc2c1)[nH]c1ccccc13	-2.5	-27	4	1	13	-3	93*	-1

(listing goes on)
CDK5 inh	Tat export inh	SMILES	CAL PDZ FP-1	dFosB activator	Rtt109 HAT inh	V-ATPase pHluor	MITF act	CAL PDZ FP-2	Wnt act	RTF Ca sens act
-0.1	-9	COc1ccc(COC(=O)C2=C(C)NC(=O)NC2c2ccc(O)cc2)cc1 (stereo unspecified)	-0.4	-9	9	-4	.	-7	-2	-3
-0.2	-11	COc1ccc(CNC(=O)C(c2ccncc2)N(C(=O)Cc2cccs2)c2ccccc2)cc1 (stereo unspecified)	-2.6	-7	-3	-5	-19	-4	3	1
0.9	-1	CCOCCOC(=O)C1=C(C)N(C)C(=O)NC1c1ccccc1Cl (stereo unspecified)	-1.8	-1	5	-3	-2	-3	-1	13
-0.1	11	CN(Cc1ccc(C(F)(F)F)cc1)C(=O)c1ccc(Oc2ccccc2)cc1	-2.6	-10	0	3	-4	-12	0	-1
-0.2	10	Cc1ccc(S(=O)(=O)NCCSc2nnnn2-c2cc(C)ccc2C)cc1	-5.2	-11	6	1	-10	-2	-5	0
1.6	41	CCCCCCCCCCOC(=O)Cn1c(COc2ccccc2OC)[n+](C)c2ccccc21	-1.1	25*	0	1	.	3	-8	-9
0.8	3	N#Cc1c2n(c3c(N)ncnc13)CCCCC2	-0.5	-8	-7	-1	-3	-4	0	6
-3.0	29	CC(C)N(C(=O)Cn1cc(S(=O)(=O)CC(=O)Nc2ccccc2)c2ccccc21)C(C)C	0.7	-13	1	0	-2	-4	-2	1
0.1	1	O=C(NC1CCCC1)c1noc2c1CCCCC2	1.3	3	6	0	.	.	43*	1
0.5	5	Cc1ccc(OCCSc2nc3ccccc3n2CC(=O)O)cc1	-0.4	3	-3	-1	-15	0	0	0

Next section:
CDK5 inh	Tat export inh	SMILES	CAL PDZ FP-1	dFosB activator	Rtt109 HAT inh	V-ATPase pHluor	MITF act	CAL PDZ FP-2	Wnt act	RTF Ca sens act
-0.2	-2	CS(=O)(=O)Nc1ccc(N2CCCCC2)c(Cl)c1	-0.3	2	-3	-3	7	-4	.	-6
0.7	5	CC(C)(C)OC(=O)N1CCC(C(=O)Nc2cccc(C(=O)NCCc3ccccc3)c2)CC1	-0.9	-20	15	-1	0	-3	1	3
-7.2	20	Cc1ccccc1C(=O)Nc1ccnn1C1CCN(Cc2c(C)n(C)c3ccccc23)CC1	-2.4	-11	5	2	-9	1	0	4
-1.2	0	Cc1c(OCC(=O)N2CCC(C(N)=O)CC2)ccc2c1oc(=O)c1ccccc12	0.5	-18	-3	4	9	-2	3	7
-1.0	0	Cn1c(=O)c2c(nc(CN3CCN(Cc4ccccc4)CC3)n2Cc2ccc(Cl)cc2)n(C)c1=O	-0.8	-8	-1	-2	-1	.	-2	6
-3.6	1	Nn1c(Cc2ccccc2F)n[nH]c1=S	-0.7	4	-8	-1	-3	.	0	4
-1.2	-2	COc1cccc(/C=N/Nc2nc3ccccc3n3cnnc23)c1O	-0.9	3	-1	-4	9	-6	-3	-15
-2.5	-2	CSc1ccccc1OCc1cc(C(=O)N(C)C(C)c2ccccn2)no1 (stereo unspecified)	-1.0	-4	2	1	5	15	-1	1
1.5	-1	CCOc1ccccc1N(CC(=O)NC1CCCC1)C(=O)CCC(=O)Nc1cc(C)on1	-1.7	-3	-6	-4	-5	-1	.	1
-1.1	7	COC(=O)c1sc(NC(=O)C(C)C)c(C(=O)OC)c1C	-1.0	-7	-1	4	.	.	.	5

Next section
CDK5 inh	Tat export inh	SMILES	CAL PDZ FP-1	dFosB activator	Rtt109 HAT inh	V-ATPase pHluor	MITF act	CAL PDZ FP-2	Wnt act	RTF Ca sens act
1.4	-5	COc1ccc(OCc2cc(C(=O)N(C)Cc3cc(C4CC4)n[nH]3)no2)c(Cl)c1	-3.7	-11	7	-2	90*	-2	18	3
-2.6	-13	O=C(CCC(=O)Nc1ccc(F)cc1)N/N=C/c1c[nH]c2ccccc12	-3.1	0	-4	3	-4	2	1	-4
-1.5	2	COc1cc(CCC(=O)OCC(=O)Nc2cc(S(=O)(=O)N3CCOCC3)ccc2Cl)cc(OC)c1OC	-1.0	-7	-2	-3	6	12	-2	-2
-1.2	4	C/C(=N\NC(=O)c1c(Br)c(C)nn1C)c1ccc(NC(=O)c2ccoc2C)cc1	-1.1	-4	-8	0	42	-4	-2	0
-2.0	1	CC(=O)Oc1ccc(OC(C)=O)c(SCCCCCCl)c1	-1.0	1	-1	1	-3	2	-20	13
-0.1	4	COc1cc(NC(=O)c2ccc(F)cc2)c(OC)cc1NC(=O)CN1CCCCC1	-1.9	-10	-4	4	6	.	2	-1
2.0	2	CCN(CC)C(=O)c1ccc2c(c1)nnn2C	-0.3	-14	-1	-2	5	2	1	3
0.9	2	COCCN(Cc1cc2cc(C)c(C)cc2nc1Cl)C(=O)Nc1ccccc1	0.2	8	4	4	-6	1	-3	1
-0.9	1	Cn1cc(CNC(=O)C2CCC(=O)N(Cc3ccc(Cl)cc3)C2)cn1 (stereo unspecified)	-1.5	-2	-3	3	2	-4	-1	-4
-3.5	3	COc1ccc(NC(=O)C(c2ccc(Cl)cc2)C(C)C)cn1 (stereo unspecified)	-0.8	-1	1	-2	-7	.	.	2
